# D3 antag – D3 dopamine receptor (human) antagonism; P35462; D3R cells, DiscoveRx beta-arrestin luminescence, antagonist mode; hits give low values; max response, negative = inhibition, %; 360,000 compounds, 2.5% hits; AID 652054; in the data active means max response below about -50%; inconclusive means no clear call, values can overlap the other calls; further: on the % scale 0 is the no-effect control and ±100 the full control effect; mostly tested at two doses, the higher about 12 µM
# Target sequence (P35462 whole entry, looked up): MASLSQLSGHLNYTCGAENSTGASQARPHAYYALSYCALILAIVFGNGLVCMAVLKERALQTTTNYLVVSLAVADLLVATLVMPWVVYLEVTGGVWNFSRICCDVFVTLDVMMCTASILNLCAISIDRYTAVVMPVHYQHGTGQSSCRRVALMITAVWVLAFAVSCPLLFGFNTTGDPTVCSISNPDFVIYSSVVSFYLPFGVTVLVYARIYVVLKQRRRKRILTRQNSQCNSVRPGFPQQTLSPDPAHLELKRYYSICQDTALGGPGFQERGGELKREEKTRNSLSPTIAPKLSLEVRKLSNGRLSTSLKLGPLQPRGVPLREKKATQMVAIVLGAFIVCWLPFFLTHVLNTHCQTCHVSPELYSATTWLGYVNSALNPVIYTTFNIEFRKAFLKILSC
#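 Cells plated overnight at 1500 cells/well, then exposed to library compounds with dopamine controls for 90 minutes at 37 degrees C. DiscoveRx reagent added for 30–60 minutes at room temperature; luminescence read, quantitative HTS format.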
# pAkt inh – blocks phosphorylation of Akt; Neuro2A IGF-stimulated pAkt S473 HTRF, 20 min; hits give low values; activity change, % for hits at 50 µM; 360,000 compounds, 0.32% hits; AID 651550; in the data active means activity change below about -80%; inconclusive means mostly about -51% to -80%; further: on the % scale 0 is the no-effect control and ±100 the full control effect
#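 Neuro2A cells in DMEM with 0.5% FBS, overnight at 37 deg C, given compound at single 50 µM final, then IGF (6 nM final) for 20 min at 37 deg C. Lysed; phospho-Akt Ser473 by HTRF after 24 h, 665/615 ratio.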
# PTHR1 agonist – activates the human parathyroid hormone receptor PTHR1 | Q03431 | HEK293 GP2 PTHR1 cells, GloSensor cAMP luminescence, 1 h | Potency, µM (titrated, usually from 115 µM), inactives show top-dose activation, usual class: activators | 410,000 compounds, 0.075% hits | AID 743266; further: potency means the concentration at half of the fitted maximal effect; nearly all actives have a fitted effect of over 55% in size; some results filed as inactive show a strong effect at the top dose; inactives centre near -15; many of its hits are not listed in these tables
# Target sequence (Q03431 whole entry, looked up): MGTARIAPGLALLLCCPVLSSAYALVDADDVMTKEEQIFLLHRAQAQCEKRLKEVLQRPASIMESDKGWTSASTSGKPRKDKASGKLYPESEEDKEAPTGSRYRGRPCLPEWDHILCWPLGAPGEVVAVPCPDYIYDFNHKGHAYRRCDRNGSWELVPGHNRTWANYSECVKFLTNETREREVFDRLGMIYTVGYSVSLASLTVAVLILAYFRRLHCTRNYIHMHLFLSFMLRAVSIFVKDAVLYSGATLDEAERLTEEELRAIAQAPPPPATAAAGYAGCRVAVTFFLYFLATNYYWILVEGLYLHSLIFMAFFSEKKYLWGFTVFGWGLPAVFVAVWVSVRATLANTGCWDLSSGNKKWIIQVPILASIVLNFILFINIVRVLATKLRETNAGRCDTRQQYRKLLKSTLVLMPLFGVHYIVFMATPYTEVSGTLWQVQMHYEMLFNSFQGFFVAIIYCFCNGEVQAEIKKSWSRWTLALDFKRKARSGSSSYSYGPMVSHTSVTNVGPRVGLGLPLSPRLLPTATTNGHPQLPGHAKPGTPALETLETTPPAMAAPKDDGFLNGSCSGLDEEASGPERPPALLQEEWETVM
#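 HEK-293-derived GP2 cells expressing PTHR1 and a GloSensor cAMP reporter, 3,000/well, plated overnight, given luciferin plus IBMX (each 0.5 mM as added) for 1 h at 37 °C, then compound for 1 h at 37 °C. Luminescence was read after 15 min at room temperature.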
# EPAC2 ag – agonists of human EPAC2 (RAPGEF4); Potency, µM (series often up to 154 µM), for the others: at the top dose activation, actives largely listed as activators; EPAC2 activation, biochemical qHTS; response scale: 100% = 6.5 mM cAMP response; 360,000 compounds, 0.079% hits; Q8WZA2; further: potency means the concentration at half of the fitted maximal effect; nearly all actives have a fitted effect of over 50% in size
#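 Nucleotide exchange monitored as fluorescence drop when BODIPY-GDP leaves Rap1B. Reaction: 100 nM EPAC2, 250 nM RAP1B-BODIPY-GDP, 50 uM GDP, room temperature, kinetic read over 30 min. Activity expressed relative to 6.5 mM cAMP.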
# D3 ag – activates the human D3 dopamine receptor. P35462. max activation, %. AID 652048. D3R DiscoveRx beta-arrestin cells, luminescence, 90 min. 410,000 compounds, 0.58% hits; in the data active means max activation above about 30%; further: 0% is about no effect; mostly tested at two doses, the higher about 12 µM
#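 Agonist-mode cell screen: cells plated at 1500/well and incubated overnight at 37 °C, then exposed to library compounds for 90 min at 37 °C. Detection reagent was added for 30–60 min at room temperature, and luminescence was read.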
# Mm-Cpn inhibitor – inhibitors of Methanococcus maripaludis chaperonin (MmCpn); purified Mm-Cpn ATPase, ADP Transcreener TR-FRET; Potency, µM (highest dose often 76.9 µM), for the others: top-dose activity, negative = inhibition, actives largely listed as inhibitors; 330,000 compounds, 0.031% hits; further: potency means the concentration at half of the fitted maximal effect; on the % scale 0 is the no-effect control and ±100 the full control effect; nearly all actives have a fitted effect of over 80% in size
#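 Measured: ADP formation by purified Mm-CPN. Conditions: 25 nM protein, 10 uM ATP, Tris pH 7.4 with Mg2+, K+ and DTT, 37°C for 30 min. Detection: Transcreener HTRF after 30 min at room temperature.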
# EPAC2 antag – blocks human EPAC2 exchange factor | AID 720708 | Potency, µM (highest dose often 114 µM), for inactives: at the top dose activity, negative = inhibition, usual class: inhibitors | Q8WZA2 | 360,000 compounds, 0.18% hits | EPAC2 GEF exchange of Rap1B-BODIPY-GDP, fluorescence; further: potency means the concentration at half of the fitted maximal effect; on the % scale 0 is the no-effect control and ±100 the full control effect; nearly all actives have a fitted effect of over 45% in size; many of its hits are not listed in these tables
# CCT chaperon mod – changes cytosolic chaperonin activity; purified chaperonin ATPase assay, HTRF ADP detection, 30 min; 360,000 compounds, 0.3% hits; activity change, % (no concentration beside the values), hits read low; AID 651819; in the data active means activity change below about -30%; further: on the % scale 0 is the no-effect control and ±100 the full control effect
#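 ATPase activity: ADP formed was measured by HTRF Transcreener (665/615 nm ratio) after 30 min at 37 deg C with 10 uM ATP. Compounds screened at one 76 uM concentration against 40 or 20 nM TRiC in Tris pH 7.4/KCl/MgCl2/DTT buffer.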
# Numbers without * were called inactive; i = inactive; ? = inconclusive; . = not tested or not shown; [ ] = another dose, or the depositor's remark. Unless noted, the call rests on the fitted dose curve; in most records, active means well fitted curve in the direction sought with a large enough effect; inconclusive means small, poorly fitted or top-dose-only effect, or another doubt; inactive means no such curve, though single readings can be large; an effect the other way counts as inactive or inconclusive. The list is partial, so the mix of outcomes need not match the whole.
SMILES,D3 antag,pAkt inh,PTHR1 agonist,EPAC2 ag,D3 ag,Mm-Cpn inhibitor,EPAC2 antag,CCT chaperon mod
CCOC(=O)CNc1nc(OCC#N)nc(N2CCOCC2)n1,-16,i,-20%,20%,2,4%,2%,-0.5
CC(C)CCC1(C)NC(=O)N(CC(=O)Nc2ccc3c(c2)OCCO3)C1=O (stereo not drawn),-2,i,4%,2%,1,2%,1%,-1.4
CCOC(=O)C1=C(N)Oc2c(c(=O)[nH]c3ccccc23)C1c1ccccc1 (stereo not drawn),-9,i,-15%[57.5 µM],-3%,23,-1%[15.4 µM],4%,0.6
C=CCNC(=O)C(C(=O)OCC)C1CCCCC1 (stereo not drawn),-14,i,-45%[inhibitor],-5%,-3,1%,2%,-0.9
O=C(c1ccco1)N1CCN(C(=O)c2cc(-c3ccccn3)nc3ccc(Cl)cc23)CC1,6,i,i,7%,1,-2%,-5%,-0.6
Cc1ccc(NS(=O)(=O)c2ccc(NC(=O)c3ccccc3C(=O)O)cc2)c(C)c1,-5,i,-5%,8%,-1,.,7%,0.3
Cc1cc2ccccc2nc1SCC(=O)NC1CCCCC1,11,i,i,1%,4,2%,0%,-1.1
COc1ccccc1C(=O)NC1CCCCCCC1,1,i,-12%,3%,9,-1%,5%,-3.8
CN(C(=O)c1ccc(NC(=O)Cc2cccc([N+](=O)[O-])c2)cc1)C1CCCC1,18,i,-49%[inhibitor],5%,2,1%,-7%,2.1
O=C(CSc1nnc(N2CCCC2)n1-c1ccccc1Cl)N1CCN(c2ccccn2)CC1,5,i,i,5%,3,-7%,1%,-1.5
O=C(COC(=O)c1ccc2c(c1)S(=O)(=O)N=C1CCCCCN12)NCCc1ccc(F)cc1,-15,i,-24%,9%,-4,1%,9%,-0.9
Cc1ccc(S(=O)(=O)N2CCN(CC(O)c3ccccc3)CC2)cc1C (stereo not drawn),-8,i,i,1%,-5,1%,-5%,-0.5
N#C/C(=C/c1ccc(C(=O)O)cc1)C(=O)Nc1ccccc1,-30,i,-34%[inhibitor],0%,-13,1%,0%,2.4
CC1=CC(C)(C)N(C(=O)CNC2CCCCC2)c2cc(C)ccc21,-27,i,-2%,5%,-14,0%,1%,-2.4
CCCCN(C(=O)CSc1nn(-c2ccc(F)cc2)c(=S)s1)c1c(N)n(CCCC)c(=O)[nH]c1=O,-4,i,19%,-9%,-13,2%,22%,0.5
O=C(CCc1ccccc1)NCCCN1CCOCC1,2,i,-9%,7%,3,1%,-3%,-31*
CCn1nnc(NC(=O)C(C)(c2ccccc2)c2ccccc2)n1,1,i,i,-3%,-9,-4%,1%,0.5
Fc1ccccc1CN1CCCCCCC1,-7,-104%*,i,7%,-6,-2%,5%,2.6
O=C(O)c1cccc(N2C(=O)CSC2c2ccccc2)c1 (stereo not drawn),-23,i,-23%,-1%,-5,0%,2%,-0.3
OCC1(Cc2ccccc2)CCCN(Cc2ccc(-c3ccco3)cc2)C1 (stereo not drawn),-90*,i,i,11%,-20,-4%,0%,0.6

# Some entries already given, reduced to EPAC2 ag and D3 ag.
SMILES,EPAC2 ag,D3 ag
CC(C)CCC1(C)NC(=O)N(CC(=O)Nc2ccc3c(c2)OCCO3)C1=O (stereo not drawn),2%,1
CCOC(=O)C1=C(N)Oc2c(c(=O)[nH]c3ccccc23)C1c1ccccc1 (stereo not drawn),-3%,23

# Remaining list, next part.
SMILES,D3 antag,pAkt inh,PTHR1 agonist,EPAC2 ag,D3 ag,Mm-Cpn inhibitor,EPAC2 antag,CCT chaperon mod
O=c1cc[nH]c2cc(Cl)ccc12,10,i,-5%,12%,0,0%,-6%,1.0
O=C(COC(=O)/C=C/c1ccc(Cl)cc1)NCc1cccs1,-19,i,-45%[inhibitor],0%,-4,.,3%,-3.6
COc1ccc(/C(O)=C2/C(=O)C(=O)N(CC3CCCO3)C2c2cccc(OC)c2)cc1 (stereo not drawn),-9,i,i,6%,-6,-2%,3%,-1.5
CC(C)CCn1nnnc1C(c1ccc(F)cc1)N1CCC(C(N)=O)CC1 (stereo not drawn),17,i,i,-4%,2,0%,-6%,0.8
Cc1cc(C)cc(CC2CC(=O)N(c3ccc(Cl)cn3)C2=O)c1 (stereo not drawn),19,i,i,-2%,-3,1%,-3%,0.5
COc1cccc(NC(=O)CN(C)C(=O)/C=C/c2cc(OC)ccc2OC)c1,3,i,i,-3%,2,-5%,1%,0.0
CC(=O)c1ccc(NC(=O)CSc2nc(N)c3cc4c(nc3n2)CCCC4)cc1,21,i,-8%,-6%,1,-29%,0%,1.8
Cc1cc2c(ncn2Cc2ccccc2)c([N+](=O)[O-])c1C,-3,i,i,0%,6,-1%,-1%,0.3
O=C(CN1CCOCC1)Nc1ccc([N+](=O)[O-])cc1,-5,i,i,4%,-3,1%,0%,-0.8
NC(=S)N/N=C/c1ccc(-c2ccc([N+](=O)[O-])cc2)o1,-22,i,-37%[inhibitor],7%,-2,1%,-1%,-10
O=C(C1CCCN(S(=O)(=O)c2cccc3nonc23)C1)N1CCC(Cc2ccccc2)CC1 (stereo not drawn),-53*,i,-70%[inhibitor],12%,-1,.,-12%,0.5
CCC(CC)C1=NN2C(=N)/C(=C/c3ccc(OC(=O)c4ccco4)cc3)C(=O)N=C2S1,-13,i,-12%,-4%,2,-2%,-1%,-1.3
CSCCC(NC(=O)c1ccccc1)C(=O)NCCCSc1ccccc1 (stereo not drawn),-2,i,-20%,0%,-3,1%,-4%,-5.4
COc1cc(C(C(=O)NC(C)(C)C)N(Cc2ccccc2)C(=O)c2cnccn2)cc(OC)c1OC (stereo not drawn),17,i,-4%[57.5 µM],2%,17,2%,5%,0.2
CCOC(=O)c1ccc(N2C(=O)CC(Sc3ncccn3)C2=O)cc1 (stereo not drawn),2,i,i,6%,-4,-3%,7%,-0.1
COc1cccc2c(=O)ccoc12,10,i,i,-11%,3,-3%,8%,-2.2
COC(=O)CCCC1=CC2=CC(=O)C(C)(OC(=O)c3cccs3)C(=O)C2=CN1CC1CC1 (stereo not drawn),-8,i,1%,3%,-14,0%,-14%,1.2
COC(=O)c1ccc(S(=O)(=O)N2CCN(CCO)CC2)n1C,-2,i,-6%,11%,-10,2%,18%,0.7
COc1cccc(OCc2cc(C(=O)N3CCCC3c3ccccn3)no2)c1 (stereo not drawn),-10,i,-19%,0%,-5,2%,-6%,-3.0
OC[C@@H]1CN(Cc2ccco2)C[C@H](n2cnc3c(NC4CCCC4)ncnc32)O1,7,i,-22%,3%,1,.,-6%,-0.3
CCCCCn1c(=N)c(S(=O)(=O)c2ccc(Cl)cc2)cc2c(=O)n3cccc(C)c3nc21,10,i,i,1%,0,-1%,4%,2.5
CCc1nnc(NC(=O)Cc2ccc(OC)cc2)s1,59,i,i,-4%,1,2%,0%,-0.5
CCCc1[nH]nc2c1C(c1cccc(OC)c1)C(C#N)=C(N)O2 (stereo not drawn),-13,i,i,-1%,-2,-1%,-3%,-0.5
CCCCn1nnnc1C(c1ccccc1)N1CCN(c2ccccc2OC)CC1 (stereo not drawn),-12,i,i,18%,0,.,-7%,1.6
Cc1nn(C)cc1/C=N/O,7,i,-21%[57.5 µM],6%,-5,.,2%,-1.5
CC(=O)Oc1ccc(-c2cccc(C(=O)N3CCCCC3)c2)cc1,0,i,-3%,4%,-5,3%,2%,0.2
CCNC(=O)C1CC(=O)N(c2ccc(Br)cc2)C1 (stereo not drawn),10,i,i,7%,4,0%,9%,-1.7
Cc1ccc(S(=O)(=O)Oc2ccc(/C=C(/NC(=O)c3ccccc3)C(=O)NC(C)C(=O)O)cc2)cc1 (stereo not drawn),2,i,-8%,3%,1,2%,-8%,-1.5
O=C(O)c1ccc2c(c1)-c1nc3ccccc3n1C2=O,?,i,-6%[57.5 µM],-6%,1,-7%,-4%,1.9
COCCN1CCC(CNCc2c(C(=O)N3CCCCC3)nc3c(C)cccn23)C1 (stereo not drawn),1,i,i,2%,-4,1%,0%,-1.1
CCC(C)Nc1nc(N)c([N+](=O)[O-])c(Nc2ccccc2OC)n1 (stereo not drawn),14,i,-6%,7%,17,-1%,-16%,-0.8
c1ccc(-c2nc(NCCCn3ccnc3)c3ccccc3n2)cc1,-15,i,?,10%,-3,-2%,-5%,-0.2
CC(=O)Nc1ccc(NC(=O)C(C)OC(=O)c2ccc(-n3cnnn3)cc2)cc1 (stereo not drawn),-13,i,i,4%,7,0%,-6%,-1.9
Cc1coc(NC(=O)CSc2nc(-c3ccc(Cl)cc3)cc(C(F)(F)F)c2C#N)n1,-2,i,-9%[57.5 µM],0%,-4,-6%,-3%,-2.9

# A draw from above in order of molar mass, lowest first.
SMILES,D3 antag,pAkt inh,PTHR1 agonist,EPAC2 ag,D3 ag,Mm-Cpn inhibitor,EPAC2 antag,CCT chaperon mod
Cc1nn(C)cc1/C=N/O,7,i,-21%[57.5 µM],6%,-5,.,2%,-1.5
COc1cccc2c(=O)ccoc12,10,i,i,-11%,3,-3%,8%,-2.2
O=C(O)c1ccc2c(c1)-c1nc3ccccc3n1C2=O,?,i,-6%[57.5 µM],-6%,1,-7%,-4%,1.9
CC(=O)Oc1ccc(-c2cccc(C(=O)N3CCCCC3)c2)cc1,0,i,-3%,4%,-5,3%,2%,0.2
CCOC(=O)c1ccc(N2C(=O)CC(Sc3ncccn3)C2=O)cc1 (stereo not drawn),2,i,i,6%,-4,-3%,7%,-0.1
OC[C@@H]1CN(Cc2ccco2)C[C@H](n2cnc3c(NC4CCCC4)ncnc32)O1,7,i,-22%,3%,1,.,-6%,-0.3
CSCCC(NC(=O)c1ccccc1)C(=O)NCCCSc1ccccc1 (stereo not drawn),-2,i,-20%,0%,-3,1%,-4%,-5.4
Cc1ccc(NS(=O)(=O)c2ccc(NC(=O)c3ccccc3C(=O)O)cc2)c(C)c1,-5,i,-5%,8%,-1,.,7%,0.3
CCC(CC)C1=NN2C(=N)/C(=C/c3ccc(OC(=O)c4ccco4)cc3)C(=O)N=C2S1,-13,i,-12%,-4%,2,-2%,-1%,-1.3
O=C(CSc1nnc(N2CCCC2)n1-c1ccccc1Cl)N1CCN(c2ccccn2)CC1,5,i,i,5%,3,-7%,1%,-1.5
CCCCN(C(=O)CSc1nn(-c2ccc(F)cc2)c(=S)s1)c1c(N)n(CCCC)c(=O)[nH]c1=O,-4,i,19%,-9%,-13,2%,22%,0.5
